RT RNaseH block: blocks HIV-1 RNase H cleavage of RNA/DNA duplex; P04585; RT-RNase H RNA/DNA duplex cleavage, fluorescence; inhibition, % at 10 µM; 65,000 compounds, 1.9% hits; AID 565; in the data active = inhibition above about 50%
RmlC RmlD mix: inhibitors of RmlC and RmlD coupled enzymes; 110,000 compounds, 0.39% hits; inhibition, % at 5.5 µM; RmlC/RmlD coupled enzyme inhibition, 384-well mixture HTS; in the data active = inhibition above about 30%, passing the limit was not always enough; inconclusive = no clear call, values can overlap the other calls; also: strong numbers were not always called active
* marks the source's active call; other numbers are inactive results; i = inactive; ? = inconclusive; . = not tested or not shown. Only part of the results is shown, so the mix of outcomes need not match the whole.

(1) CCOc1ccc(CCNC(=O)C2CCCN(c3nn4c(=O)cc(C)nc4s3)C2)cc1OCC (centres undefined)
(2) Cc1ccc(-c2nnn(CC(=O)N(c3cccc(F)c3)C(C(=O)NC3CCCC3)c3ccco3)n2)o1 (centres undefined)
(3) COc1ccc2cc(C(c3nnnn3Cc3ccc(F)cc3)N3CCCCCC3)c(=O)[nH]c2c1 (centres undefined)
(4) Cc1cc(OCC(=O)Nc2ccc(S(=O)(=O)N3CCN(C)CC3)cc2)cc(C)c1Cl
(5) C/C(=N\NC(=O)Cc1ccccc1)c1cccs1
(6) Cc1ccccc1NC(=S)Nc1cccc([N+](=O)[O-])c1
(7) CC1(C)CC(=O)c2c(O)cc(O)cc2O1
(8) C#CCOCCOCCOCCNc1nc(N2CCN(C(=O)[C@H]([C@@H](C)CC)n3cc([C@@H](N)Cc4ccc(O)cc4)nn3)CC2)nc(N2CCN(C(=O)[C@H]([C@@H](C)CC)n3cc([C@@H](N)CC(C)C)nn3)CC2)n1
(9) C=C1CSc2nc3ccccc3c(=O)n21
(10) Fc1ccc(-c2nn3c(C4COc5ccccc5O4)nnc3s2)cc1 (centres undefined)
Screen / compound no.	1	2	3	4	5	6	7	8	9	10
RT RNaseH block	-9	44	12	1	.	.	-7	.	.	2
RmlC RmlD mix	-10	-4	7	6	-5	7	-12	4	5	.

(11) O=C(NC1CCCc2ccccc21)C1CCN(S(=O)(=O)N2CCCCCC2)CC1 (centres undefined)
(12) COc1ccc(NC(=O)CSc2nnc(CN3CCOCC3)n2-c2ccccc2)cc1Cl
(13) O=C(NCc1nc2ccccc2[nH]1)c1cccc(S(=O)(=O)N2CCOCC2)c1
(14) CN1CCN(c2cc(=O)n(-c3ccc(Cl)cc3)c(=O)[nH]2)CC1
(15) Cc1c(C(=O)OCC(=O)c2ccc3c(c2)OCCO3)oc2ccccc12
(16) CCOC(=O)N1CCC(NC(=O)Cn2c3c(c(-c4ccccc4Cl)cc2=O)CCC3)CC1
(17) CCOC(=O)c1c(C)[nH]c(C(=O)COC(=O)c2cnc(C)cn2)c1C
(18) Cc1csc(NC(=O)CSc2nnnn2C)n1
(19) CC1(C(=O)NCCc2c[nH]c3ccccc23)C=CCN1C(=O)c1ccccc1 (centres undefined)
(20) CCCCN(C(=O)NC(=O)C1=C(N2CCOCC2)/C(=C/c2ccccc2)CC1)S(C)(=O)=O
Screen / compound no.	11	12	13	14	15	16	17	18	19	20
RT RNaseH block	4	-15	.	-4	-21	-4	-10	.	.	-10
RmlC RmlD mix	4	-1	9	-7	4	-15	13	-3	-1	.

Sorted by formula weight (lowest first): part of the list above.
(7) CC1(C)CC(=O)c2c(O)cc(O)cc2O1
(9) C=C1CSc2nc3ccccc3c(=O)n21
(5) C/C(=N\NC(=O)Cc1ccccc1)c1cccs1
(18) Cc1csc(NC(=O)CSc2nnnn2C)n1
(6) Cc1ccccc1NC(=S)Nc1cccc([N+](=O)[O-])c1
(14) CN1CCN(c2cc(=O)n(-c3ccc(Cl)cc3)c(=O)[nH]2)CC1
(17) CCOC(=O)c1c(C)[nH]c(C(=O)COC(=O)c2cnc(C)cn2)c1C
(15) Cc1c(C(=O)OCC(=O)c2ccc3c(c2)OCCO3)oc2ccccc12
(10) Fc1ccc(-c2nn3c(C4COc5ccccc5O4)nnc3s2)cc1 (centres undefined)
(19) CC1(C(=O)NCCc2c[nH]c3ccccc23)C=CCN1C(=O)c1ccccc1 (centres undefined)
(11) O=C(NC1CCCc2ccccc21)C1CCN(S(=O)(=O)N2CCCCCC2)CC1 (centres undefined)
(4) Cc1cc(OCC(=O)Nc2ccc(S(=O)(=O)N3CCN(C)CC3)cc2)cc(C)c1Cl
Screen / compound no.	7	9	5	18	6	14	17	15	10	19	11	4
RT RNaseH block	-7	.	.	.	.	-4	-10	-21	2	.	4	1
RmlC RmlD mix	-12	5	-5	-3	7	-7	13	4	.	-1	4	6

(16) CCOC(=O)N1CCC(NC(=O)Cn2c3c(c(-c4ccccc4Cl)cc2=O)CCC3)CC1
(20) CCCCN(C(=O)NC(=O)C1=C(N2CCOCC2)/C(=C/c2ccccc2)CC1)S(C)(=O)=O
(3) COc1ccc2cc(C(c3nnnn3Cc3ccc(F)cc3)N3CCCCCC3)c(=O)[nH]c2c1 (centres undefined)
(1) CCOc1ccc(CCNC(=O)C2CCCN(c3nn4c(=O)cc(C)nc4s3)C2)cc1OCC (centres undefined)
(2) Cc1ccc(-c2nnn(CC(=O)N(c3cccc(F)c3)C(C(=O)NC3CCCC3)c3ccco3)n2)o1 (centres undefined)
(8) C#CCOCCOCCOCCNc1nc(N2CCN(C(=O)[C@H]([C@@H](C)CC)n3cc([C@@H](N)Cc4ccc(O)cc4)nn3)CC2)nc(N2CCN(C(=O)[C@H]([C@@H](C)CC)n3cc([C@@H](N)CC(C)C)nn3)CC2)n1
Screen / compound no.	16	20	3	1	2	8
RT RNaseH block	-4	-10	12	-9	44	.
RmlC RmlD mix	-15	.	7	-10	-4	4

(continued)
(21) Cc1cc(N2CCN(c3ccccc3Cl)CC2)n2cc(-c3ccccc3)nc2n1
(22) COc1ccc(OCc2nc(N)nc(Nc3ccc(C)cc3)n2)cc1
(23) CCN(CC)C(NC(=O)Cc1ccccc1)C(Cl)(Cl)Cl (centres undefined)
(24) CCOC(=O)c1[nH]c(=O)[nH]c1COC(=O)c1cc2ccccc2o1
(25) COC(=O)c1ccccc1NC(=O)c1cnn2c(C(F)F)cc(C3CC3)nc12
(26) CCOC(=O)c1nnn(-c2nonc2-n2cccc2)c1CN1CCC(C)CC1
(27) S=C(NCCSCc1ccccc1Cl)Nc1ccccc1
(28) CCOc1cc(C(=O)OCC(=O)Nc2cc(C)on2)cc(OCC)c1OCC
(29) Cc1cc(NC(=O)c2cnn3cccnc23)n(-c2ccccc2)n1
(30) CN1C(=O)c2c(sc3c2CCCC3)NC1c1ccccc1O (centres undefined)
Screen / compound no.	21	22	23	24	25	26	27	28	29	30
RT RNaseH block	.	.	.	-16	-26	-12	.	.	-15	52*
RmlC RmlD mix	-2	-7	-5	8	0	?	3	-6	-12	-5

(31) O=C(NCc1ccccn1)c1ccc(Cl)cc1Cl
(32) CCn1c(COc2ccccc2)nnc1SCC(=O)Nc1cc(OC)ccc1OC
(33) CC(=O)N1CCN(C(=O)CCc2c[nH]c3ccccc23)CC1
(34) CC(C)(C)OC(=O)N1CCOCCOCCN(C(=O)OC(C)(C)C)CCOCC1
(35) Cn1c(SCC(=O)OCc2ccccc2)nnc1-c1ccco1
(36) COc1ccc(N2C(=O)CC(Cc3ccccc3)C2=O)cc1 (centres undefined)
(37) O=C(O)c1ccccc1C(=O)OCc1ccccc1
(38) CC(=O)Nc1ccc(S(=O)(=O)Oc2cccc(N3C(=O)C4CCCCC4C3=O)c2)cc1 (centres undefined)
(39) CCCCOc1ccc(NC(=O)CN2CCN(C(=O)OCC)CC2)cc1
(40) Cc1cc(C)cc(-c2nnc(SCC(=O)NCc3cccs3)o2)c1
Screen / compound no.	31	32	33	34	35	36	37	38	39	40
RT RNaseH block	-3	-26	-5	-2	.	2	2	.	3	-7
RmlC RmlD mix	9	9	1	4	5	i	-15	14	-13	-5

(41) CC1OC23CCCCC2C(C#N)(C(=N)O3)C1(C#N)C#N (centres undefined)
(42) NC(=O)CSc1nc(-c2ccccc2Cl)ns1
(43) c1ccc(-c2[nH]ncc2-c2nc3ccccc3[nH]2)cc1
(44) O=C(O)c1ccc(-c2ccccc2C(F)(F)F)o1
(45) CSc1ccccc1NC(=O)c1noc2c1CCC2
(46) Cc1nc2ccccc2c(=O)n1NC(=O)c1c(O)c2ccccc2n(C)c1=O
(47) Cc1ccc(N2C(=O)CC(Cn3nc(C)cc3C)C2=O)cc1 (centres undefined)
(48) O=C(COC(=O)C1CCCN1S(=O)(=O)c1ccc(Cl)cc1)Nc1ccc2c(c1)OCO2 (centres undefined)
(49) CC(=O)C1=C(O)C(=O)N(Cc2ccco2)C1c1ccc2c(c1)OCO2 (centres undefined)
(50) CCOC(=O)C1CCN(Cc2cnc(Oc3ccc(C(C)(C)C)cc3)s2)CC1
Screen / compound no.	41	42	43	44	45	46	47	48	49	50
RT RNaseH block	.	-11	-19	-5	32	-6	4	-6	-3	.
RmlC RmlD mix	2	-13	-14	-13	6	.	.	.	9	-4

(51) NC(=O)CCS(=O)(=O)c1ccccc1
(52) COc1ccc(C(=O)NCC(=O)OCC(=O)Nc2c(C)n(C)n(-c3ccccc3)c2=O)cc1
(53) O=C(c1cn(-c2ccccc2)nc1-c1ccccc1)n1nnc2ccccc21
(54) COC(=O)c1cc(NC(=O)CSc2nc(C)cc(=O)[nH]2)cc(C(=O)OC)c1
(55) CCOC(=O)C1CCN(C(=O)C(=O)N2CCC(C(=O)OCC)CC2)CC1
(56) Cc1cc(NC(=O)c2cc(-c3cccs3)on2)no1
(57) Cc1csc(=N)n1-c1ccc(Cl)cc1
(58) CN(C)CCCNC(=O)c1cc(Br)ccc1Cl
(59) O=C(CSc1nc2ccccc2c(=O)[nH]1)N1CCCCCC1
(60) CCNC(=O)NC(=O)COc1ccccc1C#N
Screen / compound no.	51	52	53	54	55	56	57	58	59	60
RT RNaseH block	-4	.	.	-8	.	39	-31	.	-10	-15
RmlC RmlD mix	0	-8	-10	11	5	6	72	-7	14	-3

(61) CCc1ccccc1NC(=O)CSc1nnc([C@@H]2CCCN2C(=O)OC(C)(C)C)o1
(62) CCC(C)n1cnc2c(c1=O)c1nc3ccccc3nc1n2Cc1ccc2c(c1)OCO2 (centres undefined)
(63) CC(=O)c1cccc(NC(=O)c2oc(C)nc2C)c1
(64) O=C1c2ccccc2C(=Nc2ccccc2)C1c1cccc(Br)c1 (centres undefined)
(65) CN(NS(=O)(=O)c1ccccc1)c1nc2ccccc2nc1C(F)(F)F
(66) Cc1cc(N2CCOCC2)nc(SCC(=O)c2ccc(Cl)cc2)n1
(67) O=C(Nc1ccccc1Br)C1CCC(=O)N1Cc1ccccc1Cl (centres undefined)
(68) CCOC(=O)c1ccccc1NC(=O)c1cccc2c1C(=O)N(C1CCN(C(=O)OCC)CC1)C2
(69) CCc1ccc2c(c1)C1(NN=C(c3ccc(C)cc3)S1)C(=O)N2 (centres undefined)
(70) O=C1CC(N2CCN(c3nc4ccccc4s3)CC2)C(=O)N1Cc1cccs1 (centres undefined)
Screen / compound no.	61	62	63	64	65	66	67	68	69	70
RT RNaseH block	-1	-30	7	.	.	-17	.	-15	.	37
RmlC RmlD mix	-10	-15	7	-6	3	-11	-7	5	-12	-9

(71) O=C(c1ccc2c(c1)N(Cc1ccccc1)C(=O)c1ccccc1S2)N1CCCC1
(72) CC1=CC(C)(C)Nc2ccc(OC(=O)c3cccnc3)cc21
(73) CCOC(=O)Cn1c(=N)n(Cc2ccccc2F)c2ccccc21
(74) O=C1C=C(c2cccc(O)c2)CCC1
(75) CCCc1ccc(C2C3=C(CC(C)(C)CC3=O)NC3=C2C(=O)c2ccccc23)cc1 (centres undefined)
(76) CCN1CCN(c2c(Cl)cccc2NC(=O)c2ccco2)CC1
(77) COc1cccc(/C=N/n2c(SC)nnc2-c2ccccc2)c1OC
(78) NC(=O)c1ccc(C(F)(F)F)n(Cc2cccc(Cl)c2)c1=O
(79) Cc1ccc(NC(=O)Cn2nc(C)c3ccccc3c2=O)c(C)c1
(80) Cc1cc(NC(=O)CSc2nnc(COc3cccc(C)c3C)n2C)no1
Screen / compound no.	71	72	73	74	75	76	77	78	79	80
RT RNaseH block	.	5	-2	.	.	-7	-16	.	7	5
RmlC RmlD mix	-15	-7	-14	12	-8	-13	6	-12	4	-4

(81) CCOC(=O)c1csc(NC(=O)c2ccc(S(=O)(=O)N(CC)CC)cc2)n1
(82) COc1ccc(NC(=O)Cc2nnc(SCC(=O)Nc3cc(C)ccc3OC)n2C)cc1
(83) CC1(C)C/C(=C(/C#N)C(N)=O)CCO1
(84) O=C(NCCSc1c[nH]c2ccccc12)c1c(F)cccc1F
(85) O=c1c2[nH]c3ccc(F)cc3c2ncn1C1CCCCC1
(86) Cc1ccccc1CN(c1ccc(C(=O)N2CCc3ccccc3C2)cc1)S(C)(=O)=O
(87) Cc1cc(CNC(=O)[C@H]2C[C@@H]2[C@H](NP(=O)(c2ccccc2)c2ccccc2)c2ccccc2)nn1C
(88) CCOC(=O)Nc1ccc(S(=O)(=O)Nc2nc(C)cc(C)n2)cc1
(89) O=C(Nc1ccc(Cl)cc1)NC1CCCC1Cc1ccco1 (centres undefined)
(90) CN(C(=O)C1CCCO1)c1nnc(-c2cnccn2)s1 (centres undefined)
Screen / compound no.	81	82	83	84	85	86	87	88	89	90
RT RNaseH block	-4	-5	-2	.	0	.	.	.	6	2
RmlC RmlD mix	12	-14	.	14	7	-2	3	-9	-13	10

(91) O=C(Cn1c(=O)oc2ccccc21)Nc1nnc(N2CCCCCC2)s1
(92) CCc1[nH]nc2c1C(C(C)C)C(C#N)=C(N)O2 (centres undefined)
(93) c1cc2c3c(cccc3c1)NC1(CCCCC1)N2
(94) COC(=O)CCc1c(C)nn(-c2ccccc2)c1C
(95) C=CCn1c(N(C)C)nc2c1c(=O)[nH]c(=O)n2C
(96) Cn1c(=O)c(NCCO)c2c3c(cccc31)C(=O)c1ccccc1-2
(97) CCn1c(NC(=S)Nc2ccccc2)nc2ccccc21
(98) COCCn1c(SCC(=O)Nc2ncc(C)s2)nc2sc3c(c2c1=O)CCC3
Screen / compound no.	91	92	93	94	95	96	97	98
RT RNaseH block	.	-21	.	3	-11	i	.	23
RmlC RmlD mix	-11	23	23	-9	8	-7	-15	-7

Assay outcomes as filed in PubChem BioAssay.
